# MmCpn inh: inhibitors of Methanococcus maripaludis chaperonin (MmCpn). Potency, µM (highest dose often 76.9 µM), without a hit: at the top dose activity, negative = inhibition, most hits filed as inhibitors. purified Mm-Cpn ATPase, ADP Transcreener TR-FRET. 330,000 tested, 0.031% active; further: potency means the concentration at half of the fitted maximal effect; on the % scale 0 is the no-effect control and ±100 the full control effect; nearly all actives have a fitted effect of over 80% in size
#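 ATP (10 uM final) was added to archaeal chaperonin (25 nM final) after 10 min exposure to test compound at 37°C; after 30 min further incubation, ADP was detected by competitive TR-FRET.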
# EPAC2 antag: blocks human EPAC2 exchange factor; Q8WZA2; EPAC2 GEF exchange of Rap1B-BODIPY-GDP, fluorescence; Potency, µM (doses to about 114 µM), for inactives: at the top dose activity, negative = inhibition, usual class: inhibitors; 360,000 tested, 0.18% active; further: potency means the concentration at half of the fitted maximal effect; on the % scale 0 is the no-effect control and ±100 the full control effect; nearly all actives have a fitted effect of over 45% in size; many of its hits are not listed in these tables
# Target sequence (Q8WZA2 whole entry, looked up): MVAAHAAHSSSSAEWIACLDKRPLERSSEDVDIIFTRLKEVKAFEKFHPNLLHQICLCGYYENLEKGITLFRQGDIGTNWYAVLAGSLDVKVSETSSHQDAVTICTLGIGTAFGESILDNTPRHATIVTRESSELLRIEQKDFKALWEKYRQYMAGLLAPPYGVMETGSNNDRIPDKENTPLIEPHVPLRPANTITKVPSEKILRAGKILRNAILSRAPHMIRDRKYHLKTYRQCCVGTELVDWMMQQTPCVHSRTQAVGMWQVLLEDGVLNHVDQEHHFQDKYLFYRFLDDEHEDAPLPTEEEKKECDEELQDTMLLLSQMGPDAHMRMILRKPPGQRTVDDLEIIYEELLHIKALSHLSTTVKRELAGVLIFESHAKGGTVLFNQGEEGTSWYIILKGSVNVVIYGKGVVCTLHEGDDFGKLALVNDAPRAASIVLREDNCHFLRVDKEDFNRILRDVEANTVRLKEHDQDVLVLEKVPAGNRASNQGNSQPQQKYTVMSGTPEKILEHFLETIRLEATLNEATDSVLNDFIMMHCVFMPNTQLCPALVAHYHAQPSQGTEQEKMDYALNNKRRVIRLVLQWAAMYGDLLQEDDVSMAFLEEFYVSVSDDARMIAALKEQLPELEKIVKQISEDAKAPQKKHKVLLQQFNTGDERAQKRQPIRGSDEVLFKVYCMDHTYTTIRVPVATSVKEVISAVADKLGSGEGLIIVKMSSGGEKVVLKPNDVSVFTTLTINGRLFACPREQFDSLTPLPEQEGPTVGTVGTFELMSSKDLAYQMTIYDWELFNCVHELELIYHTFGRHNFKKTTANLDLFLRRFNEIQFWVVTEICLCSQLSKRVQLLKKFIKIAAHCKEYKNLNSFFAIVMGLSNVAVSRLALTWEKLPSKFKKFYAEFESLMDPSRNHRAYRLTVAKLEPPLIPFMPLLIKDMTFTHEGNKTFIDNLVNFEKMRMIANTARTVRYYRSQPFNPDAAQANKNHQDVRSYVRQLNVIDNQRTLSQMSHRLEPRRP
# EPAC1 agonist: activates human EPAC1 exchange factor; Potency, µM (doses to about 154 µM), inactives show at the top dose activation, most hits filed as activators; EPAC1 agonist qHTS, biochemical assay; response scale: 100% = response to 6.5 mM cAMP; O95398; 360,000 tested, 0.073% active; further: potency means the concentration at half of the fitted maximal effect; nearly all actives have a fitted effect of over 60% in size
#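 Fluorescent GDP-exchange assay: 100 nM EPAC1 with 250 nM Rap1B preloaded with BODIPY-GDP and 50 uM GDP; compounds tested as concentration series, 5 min at room temperature, then read every 5 min for 30 min (ex 480/em 540 nm); normalized to 6.5 mM cAMP.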
# CCT modulator: changes cytosolic chaperonin activity; purified chaperonin ATPase assay, HTRF ADP detection, 30 min; activity change, % (concentration not given with the values), hits read low; 360,000 tested, 0.3% active; AID 651819; in the data active means activity change below about -30%; further: on the % scale 0 is the no-effect control and ±100 the full control effect
#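 First, chaperonin was dispensed at 40 nM or 20 nM final depending on batch activity. Next, compounds were pinned at 76 uM and ATP added at 10 uM. After 30 min at 37 °C, ADP detection reagents ran 30 min at ambient temperature.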
# PLK1 PBD inh: inhibitors of human PLK1 polo-box domain binding. Plk1 PBD binding of FITC phosphopeptide, fluorescence polarization. Potency, µM, inactives show max response, negative = inhibition, most hits filed as inhibitors. 360,000 tested, 2.8% active; further: potency means the concentration at half of the fitted maximal effect; series mostly up to about 57 µM; on the % scale 0 is the no-effect control and ±100 the full control effect; nearly all actives have a fitted effect of over 65% in size
# EPAC1 antag: antagonists of human EPAC1. O95398. Potency, µM (top dose mostly 115 µM), for inactives: at the highest dose activity change, negative = inhibition, hits mostly inhibitors. 360,000 tested, 0.14% active. EPAC1 GEF assay, Rap1b-BODIPY-GDP exchange fluorescence;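 further: potency means the concentration at half of the fitted maximal effect; plate controls were vehicle for no effect and positive control for full effect; nearly all actives have a fitted effect of over 50% in size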
# PI5P4K alpha inh: blocks human PI5P4K alpha kinase activity; P48426; PI5P4Kalpha enzyme, ADP-Glo luminescence, 60 min; stronger effect = lower value; max response, %; 330,000 tested, 1.2% active; active means max response of -50% or lower; inconclusive means between -30% and -50%; inactive means -30% or higher; further: value at the top dose of about 77 µM; on the % scale 0 is the no-effect control and ±100 the full control effect
#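 PI5P4Kalpha ADP-Glo assay; 5 microM ATP final; 60 min RT reaction; HEPES pH 7.4/EGTA/CHAPS, 5% DMSO; controls lacking substrate or enzyme; luminescent end-point.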
# WRN helicase inh: WRN helicase (human) inhibition | Q14191 | WRN helicase unwinding, fluorescent forked duplex, kinetic | Potency, µM (titrated, usually from 114 µM), inactives show at the top dose activity change, negative = inhibition, hits mostly inhibitors | 360,000 tested, 0.46% active; further: potency means the concentration at half of the fitted maximal effect; on the % scale 0 is the no-effect control and ±100 the full control effect; nearly all actives have a fitted effect of over 55% in size
#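 Primary qHTS, 1536-well format. 20 nM WRN + compound, 15 min RT; start with 100 nM forked fluorophore/quencher duplex, 2 mM ATP (final); kinetic read ex 525/em 598 nm.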
# Numbers without * were called inactive; ? = inconclusive; / = not tested or not shown; [ ] = remark or other dose. Unless noted, the call rests on the fitted dose curve; in most records, active means well fitted curve in the direction sought with a large enough effect; inconclusive means small, poorly fitted or top-dose-only effect, or another doubt; inactive means no such curve, though single readings can be large; an effect the other way counts as inactive or inconclusive. These rows are one share of the data; the hit share may differ from the screen's.
Compound	MmCpn inh	EPAC2 antag	EPAC1 agonist	CCT modulator	PLK1 PBD inh	EPAC1 antag	PI5P4K alpha inh	WRN helicase inh
Cc1ccccc1CN1C(=O)c2ccccc2C1c1nnnn1Cc1ccccc1 (centres undefined)	/	-15%	-17%	0.8	2%	13%	0	4%
Cc1cccc(-n2c(C)cc(C=C3C(=O)c4ccccc4C3=O)c2C)c1	-2%	3%	-1%	2.7	?	-10%	/	-9%
CSc1ccc(/C=N/NC(=O)c2ccc(C)c(C)c2)cc1	0%	14%	1%	-2.7	3%	-6%	-7	-9%[11.6 µM]
COc1ccc2oc(C(=O)OC(C)C(=O)NCc3ccccc3)c(C)c2c1 (centres undefined)	-7%	-2%	0%	-0.2	-6%	-23%	1	-1%
Cc1ccc(-n2ncc(C#N)c2/N=C/N2CCCCCC2)cc1	-1%	-3%	10%	-1.5	-1%	0%	13	0%
COC(CNC(=O)c1ccc2c(=O)n(Cc3ccc(Cl)cc3)c(=S)[nH]c2c1)OC	0%	5%	7%	-6.9	-9%	-4%	1	-6%[57.1 µM]
CCc1nnc(NC(=O)CCC(=O)N2CCN(Cc3ccccc3)CC2)s1	0%	1%	-2%	-93*	0%	0%	/	-9%
O=[N+]([O-])c1cccc(S(=O)(=O)N2CN(c3ccc(Br)cc3)c3nc4ccccc4nc32)c1	0%	6%	5%	-1.9	-2%	10%	0	-24%
O=C(O)CSc1nnc(-c2ccc3c(c2)OCO3)n1-c1ccccc1	0%	-4%	3%	0.4	-10%	-3%	0	6%
COCCN(CCOC)S(=O)(=O)c1ccc(C(=O)Nc2nc(C)c(C(C)=O)s2)cc1	3%	-1%	2%	0.0	-12%	-17%	/	1%
COc1ccccc1OCc1nnc(SCC(N)=O)n1-c1ccccc1	-2%	0%	1%	-2.1	-9%	-19%	0	7%
O=C(Nc1ccccc1)OCCOc1cccc(Br)c1	-1%	-4%	6%	-2.1	-2%	-23%	10	-5%
O=C(c1ccc(C(F)(F)F)cc1)N1CCC(=O)N([C@H](COCc2ccc(C(F)(F)F)cc2)Cc2ccccc2)CC1	/	-25%	-26%	0.2	-2%	-21%	24	-13%
CC1(C(=O)NC2CCN(Cc3ccccc3)CC2)CCN1CCc1ccccc1 (centres undefined)	/	0%	-14%	-1.0	4%	-4%	-3	10%
CC1=NN(c2nc(-c3ccc(C#N)cc3)cs2)C(=O)C1	-7%	-11%	11%	0.7	-9%	-1%	-19	-11%
CCOC(=O)N1CCN(C(=O)C2CCN(Cc3ccc(OC)cc3OC)CC2)CC1	4%	-7%	4%	-0.1	-4%	-15%	-2	-2%
Cc1cc(Cl)cc(C)c1OCCNCc1ccccc1	-4%	0%	2%	-2.8	-5%	7%	3	-8%
O=C(N/N=C/c1ccc(Cl)cc1)c1ccc2nc[nH]c2c1	/	11%	-3%	1.8	0%	-4%	1	14%
CC(C(=O)OCC(=O)N1CCCCC1)N1C(=O)c2ccccc2C1=O (centres undefined)	1%	-1%	-3%	-2.3	-5%	-10%	0	7%
CCOc1ccccc1NC(=O)/C(C#N)=C/c1cccnc1	2%	-1%	-24%	1.2	-8%	-19%	-6	-2%
Nc1nc(-c2cccs2)c(NC(=O)c2ccccc2)s1	-5%	6%	4%	-1.1	?	7%	/	0%
COc1ccc2ccccc2c1/C=N\NC(=O)c1cccnc1	/	12%	-8%	0.3	-1%	5%	-2	-11%
CCCCn1c(N)c(N(CC)C(=O)c2cccc(OCc3ccccc3)c2)c(=O)[nH]c1=O	-1%	12%	10%	1.8	-4%	-19%	0	-1%
O=C(Nc1ccc(C(=O)O)cc1)/C(=C\c1ccc(F)cc1)NC(=O)c1ccco1	-2%	8%	-8%	4.1	2%	-16%	0	-6%
CCNc1ccc(C2(O)C(=O)c3ccccc3C2=O)cc1	3%	12%	-1%	-2.5	1%	15%	-3	4%
O=C(O)CCCC(=O)OCCCCc1cccs1	-3%	7%	-5%	-1.3	-1%	5%	/	4%
CC1Cc2cc(/C(O)=C3\C(=O)C(=O)N(Cc4cccnc4)C3c3ccccc3F)ccc2O1 (centres undefined)	-14%	4%	2%	2.3	-6%	9%	2	-8%
CCOc1c(Cl)cc(C(=O)Nc2cccc(C(=O)O)c2)cc1Cl	3%	-9%	-6%	-1.9	-1%	-21%	1	0%
COc1ccc2c(c1)CCCC21NC(=O)N(CC(=O)NC(=O)NCc2ccccc2)C1=O (centres undefined)	2%	-20%	5%	-2.3	-12%	?	7	-6%
CC(C)(C)NC(=O)C1(N2C(=O)c3ccccc3C2=O)CCCC1	/	-2%	2%	-6.9	-8%	-9%	6	-16%
O=C(c1ccc(Cl)c(Cl)c1)N1CCC(=O)N([C@H](COCc2cccc(C(F)(F)F)c2)Cc2ccccc2)CC1	/	-10%	-10%	-11	-6%	-28%	24	-7%
CCCOC(=O)Nc1cccc(C(C)=O)c1	1%	1%	-4%	-0.6	-4%	2%	1	5%
O=C(Nn1cnnc1)c1ccc(Cl)cc1	1%	6%	-1%	-1.8	-3%	0%	4	-1%
Cc1c(NC(=O)c2cc(-c3ccc4c(c3)OCO4)on2)c(=O)n(-c2ccccc2)n1C	1%	11%	-3%	0.5	?	6%	/	3%
O=C(c1ccco1)N(Cc1ccccc1)c1cccc([N+](=O)[O-])c1	4%	?	2%	1.0	-6%	-18%	1	-15%[57.1 µM]
COc1ccc(-n2nnnc2SCC(=O)c2ccc(OC)c(OC)c2)cc1	-25%	1%	-9%	-1.2	-9%	-10%	/	-2%

# Part of the list above with just PLK1 PBD inh:
Compound | PLK1 PBD inh
O=C(c1ccc(Cl)c(Cl)c1)N1CCC(=O)N([C@H](COCc2cccc(C(F)(F)F)c2)Cc2ccccc2)CC1 | -6%
CCCOC(=O)Nc1cccc(C(C)=O)c1 | -4%

# (list continues)
Compound	MmCpn inh	EPAC2 antag	EPAC1 agonist	CCT modulator	PLK1 PBD inh	EPAC1 antag	PI5P4K alpha inh	WRN helicase inh
O=C(CNC(=O)c1ccc(S(=O)(=O)N2CCCC2)cc1)N/N=C/c1ccc(Cl)cc1Cl	2%	1%	5%	-1.4	-13%	15%	-12	-33%[57.1 µM]
CSc1ncc(OCc2ccccc2)c(=O)[nH]1	4%	5%	6%	1.7	-12%	-25%	2	-4%
Cc1cc(C)cc(C(=O)Nc2ccc(NC(=O)Cc3ccccc3)cc2)c1	0%	4%	15%	1.0	-4%	6%	0	-3%
C/C(=N\NC(=O)c1ccco1)c1ccc(-c2ccccc2)cc1	1%	8%	-3%	1.7	-12%	27%	0	12%
COc1ccc(C2(CNS(=O)(=O)c3ccccc3)CCOCC2)cc1	?	-5%	5%	-0.4	2%	-7%	1	-10%
C=CCNC(=O)c1onc(CSc2ccccc2)c1C(=O)O	0%	2%	-12%	0.5	-13%	-8%	?	-1%
COc1ccccc1CNC(=O)CSc1nc2nc(C)cc(C)n2n1	-2%	18%	-1%	0.5	-6%	14%	/	-9%
Cc1cccc(C)c1N1CCN(S(=O)(=O)N2CCOCC2)CC1	-1%	3%	8%	-3.1	-16%	-6%	/	-10%
COc1ccc(Nc2oc(COc3ccccc3F)nc2C#N)cc1	1%	-13%	-2%	-1.1	?	-16%	0	-3%
CCN1C(=O)[C@H]2[C@H]3CN=C(SCc4ccc(C#N)cc4)N3[C@@](Cc3ccccc3)(C(=O)OC)[C@H]2C1=O	-1%	-13%	-12%	-0.2	-12%	-27%	0	1%
Cc1ccc(-c2c(C(=O)N/N=C/c3c[nH]c4ccccc34)nnn2-c2nonc2N)cc1	0%	-8%	-5%	-74*	4%	-15%	?	-11%
CC(C)(C)OC(=O)C[C@@H]1C/C=C\C[C@@H](CC(=O)N(CCO)Cc2ccccc2)C(=O)N[C@H](C(C)(C)C)COC1=O	1%	-2%	-17%	-2.3	1%	-19%	1	-2%
c1ccc(CCc2ccncc2)cc1	-5%	-5%	6%	0.3	1%	-3%	3	2%
CC1(C2CC(C(F)(F)F)n3nc(C(=O)O)cc3N2)CC1 (centres undefined)	4%	-1%	13%	-2.8	-15%	-26%	-4	-27%
COc1ccc(CCN=C(N)NS(=O)(=O)c2ccc(C)c(C)c2)cc1OC	-11%	3%	3%	-1.3	-6%	4%	-4	8%
O=C(OCC1COC(c2ccccc2)(c2ccccc2)O1)c1ccccc1 (centres undefined)	/	-5%	7%	-0.3	22%	0%	10	-4%
COc1cccc(C2CC(c3cccs3)=NN2C(=O)CSC2=NN3CCCC(=O)N=C3S2)c1OC (centres undefined)	1%	0%	17%	-3.4	-13%	2%	3	-10%[57.1 µM]
CCOc1cccc(-c2nnc3sc(-c4cc(OC)c(OC)c(OC)c4)nn23)c1	0%	-1%	6%	-3.5	3%	10%	-2	-1%
CCCN(CC(=O)Nc1ccc(F)c(F)c1F)C(=O)CCc1nc2ccccc2c(=O)[nH]1	0%	34%[activator]	-2%	2.6	-1%	10%	8	-3%
CCn1c2ccccc2c2nnc(SCc3ccccc3)nc21	-5%	-6%	0%	0.4	2%	-21%	0	-12%
Cc1[nH]n(-c2ccccc2)c(=O)c1/C=N/N1CCOCC1	0%	2%	10%	0.0	-10%	0%	4	-1%
Cc1ccc(C(C)NC(=O)c2cccnc2)cc1 (centres undefined)	/	2%	6%	1.1	-7%	6%	-1	5%
COc1cc(C(=O)OC2CCOC2=O)c([N+](=O)[O-])cc1OC (centres undefined)	-2%	7%	4%	-1.1	0%	26%	3	0%
CC1CC(=O)N(C)c2ccc([N+](=O)[O-])cc2N1 (centres undefined)	-2%	1%	10%	-1.6	0%	3%	-3	1%
O=C(Cn1cnc2c(NCc3ccccc3)ncnc21)NCc1ccc2c(c1)OCO2	-1%	-7%	-9%	-6.4	-21%	-11%	4	-4%
O=C(Nc1ccc(Cl)cc1)OCc1cn(-c2ccccc2)nn1	-1%	-1%	8%	2.1	-9%	8%	1	-11%
O=c1c2[nH]c3ccc(F)cc3c2ncn1C1CCCCC1	-1%	4%	-2%	-6.8	1%	9%	1	14%
Cc1ccc(NC(=O)c2ccncc2)cc1[N+](=O)[O-]	3%	10%	-3%	-1.3	2%	-10%	-10	4%
CC(OC(=O)CCN=C1NS(=O)(=O)c2ccccc21)C(=O)Nc1ccc(F)c(F)c1F (centres undefined)	-1%	?	1%	0.4	-4%	-2%	7	-1%
Cc1ccc(Cl)cc1N1CCN(C(=O)CN2C(=O)c3cccc4cccc2c34)CC1	0%	-9%	8%	-1.8	-17%	-6%	0	-5%
